# Screening data deposited in PubChem by several laboratories.
# Tb MetRS inh – blocks T. brucei methionyl-tRNA synthetase activity. purified T. brucei MetRS, ATP depletion, Kinase-Glo luminescence. inhibition, % at 11.9 µM. hit rate 0.4% among 360,000. AID 624268;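 active = inhibition above a per-plate cutoff of the control wells' mean inhibition plus 3 SD, cut at about 5.5% in these data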;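 note: 0% = DMSO wells median and 100% = median of wells with control inhibitor compound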
#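 Assay system: T. brucei methionyl-tRNA synthetase, purified | Medium: HEPES buffer with MgCl2, KCl, DTT, spermine, BSA, pyrophosphatase | Compound: 11.9 µM single point | Incubation: 15 min enzyme-compound preincubation, 2 h reaction, 10 min detection, 25 °C | Measured by: Kinase-Glo luciferase luminescence reporting remaining unconsumed ATP | Measure: % inhibition normalized to control-well medians | Replication: Singlicate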
# STEP inh – blocks human striatal-enriched tyrosine phosphatase; P54829; recombinant STEP, OMFP fluorogenic substrate, fluorescence; inhibition, % at 20 µM; hit rate 0.25% among 360,000; AID 588621;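 active = inhibition at 20 µM, scaled per plate between control wells, above about 37%, limit read from the data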;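 note: 0% = DMSO with enzyme and substrate and 100% = substrate only without enzyme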
#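 medium = Bis-Tris buffer pH 6.0, 2.5 mM DTT, 0.005% Tween 20 | test system = STEP (striatal-enriched tyrosine phosphatase) enzyme, cell-free | measure = normalized % inhibition | compound dosing = 20 µM, 1% DMSO | also added = 25 µM OMFP | schedule = reaction 20 min, ambient temperature | measured by = fluorescence read at 480 nm ex / 540 nm em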
# CSN deneddyl inh – blocks human CSN-mediated cullin deneddylation; Purified CSN, SCF-Nedd8-OG deneddylation, fluorescence polarization; inhibition, % at 12.5 µM; hit rate 0.38% among 360,000; AID 651999;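 active = pattern-corrected inhibition above about 35%, with an unprinted fluorescence ratio check between 0.5 and 1.5, limit read from the data, passing the limit was not always enough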;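 note: 0% = enzyme with substrate and 100% = substrate without enzyme; some results filed as inactive read as strong as hits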
# Target sequence (Q92905 whole entry, looked up, one chain of several): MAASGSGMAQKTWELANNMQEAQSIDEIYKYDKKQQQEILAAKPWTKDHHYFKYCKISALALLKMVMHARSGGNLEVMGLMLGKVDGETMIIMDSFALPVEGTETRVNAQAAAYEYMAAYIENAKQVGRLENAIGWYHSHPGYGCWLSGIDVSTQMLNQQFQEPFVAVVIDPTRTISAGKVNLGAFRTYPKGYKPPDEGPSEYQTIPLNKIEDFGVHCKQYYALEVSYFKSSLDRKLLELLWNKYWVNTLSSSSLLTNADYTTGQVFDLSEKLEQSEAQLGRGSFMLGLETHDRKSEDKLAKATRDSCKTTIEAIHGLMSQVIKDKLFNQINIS
#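 Schedule: reaction 90 min, room temperature / Assay system: HEK293T-derived human Csn5 enzyme / Input: Csn5 at 0.24 nM final / Measure: inhibition of Csn5 cleavage, % / Control set: substrate-only high control, full reaction low control / Technique: fluorescence polarization of the substrate / Buffer or medium: Tris/NaCl/DTT buffer, pH 7.5 / Reagent: SCFSkp2-Nedd8OG substrate at 10 nM final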
# NadD block – NadD (S. aureus) enzyme inhibition. purified NadD enzyme, colorimetric absorbance read-out. inhibition, % at 20 µM. hit rate 0.78% among 360,000. AID 602399; in the data active = inhibition above about 26%; note: some compounds past the cut are filed as inactive
# Rpn11 block – inhibitors of human proteasome Rpn11 | O00487 | human 26S proteasome, Ub4-pepOG fluorescence polarization; 20S core pre-blocked with epoxomicin | calls only at 20 µM | hit rate 0.59% among 360,000 | AID 588493;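 active = inhibition at 20 µM, scaled to each plate's controls, above about 33%, limit read from the data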
# DNMT1 block – DNMT1 (human) enzyme inhibition. P26358. DNMT1 molecular beacon, Hinp1I cleavage, fluorescence. inhibition (reported as % activation of signal), % at 10 µM. hit rate 0.83% among 360,000. AID 588458; in the data active = inhibition above about 50%
# LMPTP block – LMPTP (human) inhibition | P24666 | recombinant LMPTP-A, OMFP fluorogenic substrate, fluorescence intensity | inhibition, % at 20 µM | hit rate 0.22% among 360,000 | AID 651560;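 active = compounds that cut the enzyme signal by at least half of the control window in the single-dose screen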;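 note: plate controls were DMSO wells with enzyme plus substrate for no effect and substrate without enzyme for full effect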
# Target sequence (P24666 whole entry, looked up): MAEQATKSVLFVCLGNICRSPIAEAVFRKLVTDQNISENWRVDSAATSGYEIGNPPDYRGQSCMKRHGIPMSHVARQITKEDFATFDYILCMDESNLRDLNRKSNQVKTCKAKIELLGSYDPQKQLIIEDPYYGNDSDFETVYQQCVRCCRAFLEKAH
#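 Assay system: LMPTP-A phosphatase enzyme | Input: 0.625 nM enzyme | Also added: Fluorogenic phosphatase substrate OMFP at 400 µM final | Compound dosing: One test concentration per compound, 20 µM, with 3% DMSO overall | Schedule: 50 min enzyme reaction at room temperature, protected from light | Signal: Fluorescence intensity | Benchmarks: no-enzyme and uninhibited controls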
# SUMO1 PPI mod – modulators of human SUMO1-mediated protein-protein interactions | P63165 | hit rate 0.33% among 360,000 | inhibition, % at 20 µM | SUMO1 binding to a labelled peptide, TR-FRET, 1 h | AID 602429; in the data active = inhibition above about 37%
# Target sequence (P63165 whole entry, looked up): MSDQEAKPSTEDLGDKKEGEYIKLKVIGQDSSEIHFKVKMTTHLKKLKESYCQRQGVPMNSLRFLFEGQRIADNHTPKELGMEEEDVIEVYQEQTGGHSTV
# MLLE-PAM2 inh – blocks PAM2 peptide binding to the PABP1 MLLE domain; inhibition, % at 20 µM; hit rate 0.36% among 360,000; GST-MLLE / FITC-PAM2 fluorescence polarization; P11940; in the data active = inhibition above about 35%, passing the limit was not always enough;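 note: plate controls were DMSO wells with GST-MLLE for no effect and wells lacking GST-MLLE protein for full effect; some results filed as inactive read as strong as hits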
# Scp-1 inhibitor – inhibitors of human Scp-1 phosphatase. Q9GZU7. Recombinant Scp1, phosphopeptide, malachite green phosphate absorbance. inhibition, % at 20 µM. hit rate 0.88% among 340,000. AID 493091;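 active = inhibition above about 50% at 20 µM, limit read from the data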;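 note: plate controls were DMSO wells with enzyme for no effect and wells lacking enzyme for full effect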
# Target sequence (Q9GZU7 76-261 limits assumed): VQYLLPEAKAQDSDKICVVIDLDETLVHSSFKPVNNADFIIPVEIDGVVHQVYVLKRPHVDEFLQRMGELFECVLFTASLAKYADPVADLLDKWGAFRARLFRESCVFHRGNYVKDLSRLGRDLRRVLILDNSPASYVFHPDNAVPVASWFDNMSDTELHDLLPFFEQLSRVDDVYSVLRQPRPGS
#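 System: truncated SCP-1 phosphatase (76-261aa); medium: Tris acetate buffer pH 5.5 with MgCl2 and Tween-20; incubation: 45 min room-temperature reaction, 5 min colour, 30 min stabiliser; compound: single 20 µM dose, 1% DMSO; reagent: Phosphorylated 17-residue peptide substrate; read-out: % inhibition at 20 µM; technique: colorimetric free-phosphate detection, absorbance 630 nm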
# Starred values were filed as active, the others as inactive; i = inactive; . = no result given.
# Below each compound: SUMO1 PPI mod, STEP inh, CSN deneddyl inh, LMPTP block, Scp-1 inhibitor, Rpn11 block, MLLE-PAM2 inh, DNMT1 block, Tb MetRS inh, NadD block
1: COc1cccc(NC(=O)c2sc(Cl)nc2C)c1
    3.1, -1.1, 2.7, 1.9, -2.4, i, 2.4, 3.2, -0.1, 0.3
2: CCCN1CCCC[C@H]1C(=O)Nc1c(C)cccc1C
    -0.9, 1.2, 1.3, -0.2, -8.8, i, 0.9, 2.2, -2.0, 1.5
3: O=C(OCc1ccccc1)Oc1cncc(C(=O)O)c1
    0.0, -2.9, 1.8, 1.1, 2.3, i, -15.9, 1.2, -1.3, 0.5
4: CC1O[C@@H](O[C@H](C)CC/C=C/C(=O)O)C(O)C[C@H]1O (stereo partly drawn)
    -0.6, -2.7, 1.6, 0.0, -3.8, i, 14.5, 1.5, -0.2, -4.9
5: COc1ccc(N2CCN(CCCNC(=O)C3CCN(S(=O)(=O)N4CCOCC4)CC3)CC2)cc1
    -2.9, -2.5, -5.9, -1.5, -5.9, i, 3.8, -3.5, -0.4, -4.9
6: Nc1nonc1/C(=N/O)N1CCN(CCO)CC1
    2.9, -1.0, 1.3, -0.1, -2.6, i, 3.6, 0.4, 0.1, 1.8
7: O=C(Cn1cnc2ccccc2c1=O)NCCC(=O)N1CCN(Cc2ccccc2)CC1
    -4.0, -1.1, 3.6, 0.1, -5.8, i, 3.0, -0.2, -0.3, 0.7
8: O=C(Nc1ccc(Cn2cccn2)cc1)c1ccc(COc2ccccc2Br)cc1
    0.2, -0.6, 4.1, 1.6, 2.6, i, 0.3, -12.3, -1.1, 4.7
9: CC(C)NC(=O)Cn1cc(C(=O)C2CC2)c2ccccc21
    2.4, -0.8, -8.3, -0.9, -4.0, i, -2.3, -2.6, -0.5, -0.2
10: O=C(c1ccccc1Cl)N1N=C(c2cccs2)CC1c1cccc(O)c1 (stereo not drawn)
    -19.5, -1.7, -3.9, 1.9, -11.0, i, -4.8, -5.2, 0.5, -6.7
11: CCOc1ccc(Oc2cc(NC(=O)c3ccco3)cc([N+](=O)[O-])c2)cc1
    -12.0, -0.3, 2.3, 1.1, -14.3, i, 12.9, -3.1, 0.1, -2.5
12: O=C(Nc1cccc(C(=O)Nc2ccc(Br)cc2)c1)c1ccccc1
    7.7, -1.2, 3.3, 0.3, -5.7, i, -0.5, -9.8, 0.2, -2.9
13: O=C(OCCN1CCCCC1)c1ccccc1Cl
    0.1, -12.1, -5.3, -2.0, -6.2, i, 6.0, 1.2, -0.8, 1.9
14: Nn1c(SCC(=O)NC2CCCC2)nnc1-c1ccccc1F
    -4.1, 1.1, 4.6, -0.9, -4.8, i, -45.7, 0.0, -1.7, -0.3
15: CC1CCCCC1NC(=O)CN1C(=O)c2ccccc2S1(=O)=O (stereo not drawn)
    0.5, -0.6, 1.1, -1.5, -1.8, i, 2.4, 1.2, 0.0, -3.5
16: Cn1cccc1/C=N\NC(=O)C1COc2ccccc2O1 (stereo not drawn)
    -3.5, -0.8, 3.5, 0.0, 2.5, i, -1.1, -0.7, -0.4, -5.4
17: CC(C)CC(NC(=O)OC(C)(C)C)C(=O)NCc1ccccc1 (stereo not drawn)
    -0.1, -0.4, -3.0, -0.9, -4.1, i, -7.0, 1.6, -1.1, -0.7
18: CCCn1c(=N)n(CC(O)c2ccc(C)cc2)c2ccccc21 (stereo not drawn)
    0.7, 2.5, 2.7, -0.7, -4.3, i, -5.7, 0.5, -0.2, -5.7
19: CCCCOC(=O)C1=C(C)Nc2nnnn2C1c1ccc(OC)c(OC)c1OC (stereo not drawn)
    0.8, 1.5, -7.0, -0.3, -13.4, i, -5.8, -0.7, 0.1, -0.5
20: COc1ccc(-c2nnc(SC(C)C(=O)NCc3ccc4c(c3)OCO4)n2Cc2ccco2)cc1 (stereo not drawn)
    0.6, 4.4, 1.4, 0.7, -6.4, i, -15.1, -0.6, -0.2, -1.1
21: CCOC(=O)c1c(CCl)nc2ccccc2c1-c1ccccc1
    -20.1, -1.2, 0.2, 1.9, -2.9, i, 3.3, 6.3, 0.7, -1.7
22: CC(C)(C)S(=O)N1Cc2cc(C(=O)NCc3ccc4c(c3)OCO4)nc(-c3cccc(-c4cc5ccccc5o4)c3)c2[C@@H]1CCO (stereo partly drawn)
    -28.2, 1.5, 7.0, 4.2, ., i, -18.8, -38.3, 1.0, 33.4*
23: O=C(Nc1ccc(Cl)cc1)N1CCSC1=NCc1ccccc1
    -3.9, 1.3, -0.7, 0.1, -8.9, i, -0.2, 2.6, -0.2, -4.3
24: COc1ccc(NC(=O)Nc2ccc3c(c2)C(=O)N([C@H](C)CO)C[C@H](C)[C@@H](CN(C)S(=O)(=O)c2ccc(F)cc2)O3)cc1
    -0.6, -0.1, -3.5, -0.5, 12.3, i, -8.3, -3.6, -0.4, 5.9
25: CNC(=O)c1c(NC(=O)c2ccc(S(=O)(=O)N3CCCCC3)cc2)sc2c1CCN(C(C)C)C2
    -2.8, 0.8, 11.3, 0.8, -2.0, i, -57.0, 0.3, -0.8, -3.5
26: CCCc1cc(=O)oc2cc(OCC(=O)NC(Cc3c[nH]c4ccc(O)cc34)C(=O)O)c(Cl)cc12 (stereo not drawn)
    10.7, 0.5, 4.2, -0.2, 55.5*, i, -13.2, 3.3, 1.5, 2.6
27: COc1ccc(NC(=O)Nc2nnc([C@H]3C[C@H](O)[C@@H](CO)O3)s2)cc1
    1.8, -0.4, 2.2, -1.2, ., i, -14.2, 1.6, -0.2, -3.4
28: CC(=O)c1sc(C(C)(C)C)cc1NC(=O)/C=C/C(=O)O
    -5.9, 0.2, -0.7, -2.1, -3.6, i, 9.0, 2.6, -0.3, 1.0
29: CCN(C(=S)Nc1ccccc1F)C1CCCCC1
    6.5, 6.5, -0.5, -0.1, -6.6, i, -62.6, 3.2, -0.2, -0.2
30: O=C(Nc1ncccc1O)c1c(O)c2ccccc2[nH]c1=O
    -1.8, 1.7, -3.7, 5.0, -1.7, i, -3.7, 0.4, -0.3, -4.4
31: COc1cc(/C=N/NC(=O)c2ccncc2)cc(OC)c1OC
    -2.3, -1.7, -4.2, -1.9, -8.1, i, -11.2, 2.7, -0.1, 0.0
32: C(=N\Nc1nc2ccccc2[nH]1)/c1c[nH]c2ccccc12
    -4.5, 1.2, -1.8, 3.6, -15.7, i, -92.2, 15.7, 11.9*, 0.0
33: CCCCCCCCNC(=O)CC(NS(=O)(=O)c1ccc(NC(C)=O)cc1)C(C)C (stereo not drawn)
    0.0, 1.2, 2.2, -0.2, -10.7, i, 11.8, 0.2, 1.8, -3.6
34: CC(=O)c1ccc(C(=O)N2CCCC(Nc3ccc(C(C)C)cc3)C2)s1 (stereo not drawn)
    -7.8, -1.1, 3.2, 0.5, -6.5, i, -3.0, -0.6, -0.2, -2.5
35: CC1(C)C2CC[C@]3(C)C(CC=C4[C@@H]5C[C@@](C)(CO)[C@@H](O)C[C@]5(C(=O)O)CC[C@]43C)[C@@]2(C)CC[C@@H]1O (stereo partly drawn)
    0.5, -1.2, -0.6, 1.4, 9.5, i, 3.2, -1.6, 0.1, -0.4
36: CC(C)C(NC(=O)CC12CC3CC(CC(C3)C1)C2)C(=O)O (stereo not drawn)
    -3.0, 1.6, -1.1, -1.5, 5.7, i, 2.7, 2.1, -1.7, 0.7
37: Cc1nnc(NC(=O)c2cc(-c3ccncc3)nc3c(C)cccc23)s1
    3.5, 5.5, -1.1, 0.2, -1.3, i, 3.7, -0.1, 0.1, 21.9
38: CCCCCC(=O)NNC1CC(=O)N(c2cccc(OCC)c2)C1=O (stereo not drawn)
    0.2, 1.6, 2.1, -0.1, -3.5, i, -3.4, -1.0, -0.4, -8.1
39: CCOC(=O)C1(C)CCN1C(=O)c1cccc(C#N)c1 (stereo not drawn)
    -0.2, -2.8, -2.8, 0.6, ., i, 1.9, 0.1, -0.2, 0.6
40: O=C(NCCC1=CCCCC1)C1CCCN(S(=O)(=O)c2ccccc2)C1 (stereo not drawn)
    2.8, 4.1, -0.5, -0.2, -4.4, i, 0.6, -1.8, -0.3, 1.7
41: CCCn1cc(CN2CCC(Cc3cccc(F)c3)(C(=O)OCC)CC2)c(C)n1
    -1.4, -1.7, 1.3, 0.4, -13.9, i, 14.2, -1.5, -0.6, -7.9
42: CC(=O)COC(=O)C1=NN(c2ccccc2)C(=O)CC1
    0.0, -1.1, -1.4, -1.6, -9.1, i, -7.9, -1.7, -0.3, -7.4
43: Nn1c(Cc2ccccc2)n[nH]c1=S
    -4.3, -5.4, 3.3, -2.0, -5.2, i, -19.6, -4.5, 2.1, -7.4
44: CCOC(=O)N1CCC(=NNc2ccnc3cc(Cl)ccc23)CC1
    -4.8, 0.3, 0.9, 1.5, -12.7, i, -6.2, -11.0, 0.3, 6.9
45: COc1ccc2c(c1)N(C(=O)CN1C(=O)C3CCCCC3C1=O)C(C)(C)C=C2C (stereo not drawn)
    -0.4, -2.3, 2.2, -1.0, -6.1, i, 8.2, -0.4, -1.0, 5.7
46: Cc1ccc2c(CN3CCN(c4ccc(Cl)c(Cl)c4)CC3)cc(=O)oc2c1
    1.7, 6.0, 4.7, 3.2, ., i, -25.4, -4.5, -0.4, 10.2
47: Cn1c(CN2CCOCC2)nnc1SCc1cccc(F)c1
    26.5, -1.4, 1.0, -0.7, -3.4, i, -7.4, 1.0, -0.6, -3.2
48: CC1CCN(S(=O)(=O)c2ccc(NC(=O)c3cccs3)cc2)CC1
    -2.2, -0.2, 26.7, 0.1, -17.6, i, 8.2, -8.0, -0.5, -5.9
49: COC(=O)[C@H](CC(C)C)NC(=O)Nc1cccc(Br)c1
    1.3, -2.3, 2.4, -1.7, -6.6, i, -0.7, -0.1, -0.7, 3.1
50: Cc1ccc(Oc2nc(-c3ccccc3)ncc2S(C)(=O)=O)cc1
    -1.0, -1.9, -1.3, 2.0, -3.4, i, 2.5, 3.0, -1.0, 2.1
51: O=C(CSc1nnc2scc(-c3ccccc3)n12)NCc1ccco1
    2.4, -1.3, -2.7, -1.3, 0.1, i, 17.1, 4.9, -0.7, -4.9
